# Screening results (PubChem BioAssay)
# Gli-Sufu block: blocks Gli-Sufu signaling in a luciferase reporter. AID 588413. Sufu-KO-LIGHT fibroblasts, Gli luciferase reporter luminescence. inhibition, % at 5 µM. 340,000 tested, 0.74% active;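 active = inhibition above about 55%, limit read from the data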;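 also: 0% = DMSO-treated cells and 100% = wells with medium but no cells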
# SENP8 inh: blocks the human protease SENP8; inhibition, % at 10 µM; purified SENP8, Z-RLRGG-aminoluciferin cleavage, luminescence; 330,000 tested, 1.2% active
# Target sequence (Q96LD8 whole entry, looked up): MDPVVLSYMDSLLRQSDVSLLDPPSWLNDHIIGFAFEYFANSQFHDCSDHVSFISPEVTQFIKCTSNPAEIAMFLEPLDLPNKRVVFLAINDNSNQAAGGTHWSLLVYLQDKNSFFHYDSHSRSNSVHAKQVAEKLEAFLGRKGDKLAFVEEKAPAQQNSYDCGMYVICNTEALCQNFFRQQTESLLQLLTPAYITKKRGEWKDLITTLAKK
# CCR6 antag: blocks CCL20-driven beta-arrestin recruitment at human CCR6 | P51684 | CHO-K1 CCR6 PathHunter beta-arrestin, luminescence, CCL20-stimulated | inhibition, % at 20 µM | 340,000 tested, 0.49% active | AID 493098;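 active = compounds whose inhibition of the agonist-driven luminescence signal at 20 µM reaches about 50%, limit read from the data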;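 also: cells stimulated with CCL20 at 14 nM final; plate controls were DMSO with CCL20 for no effect and DMSO without agonist for full effect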
# Target sequence (P51684 whole entry, looked up): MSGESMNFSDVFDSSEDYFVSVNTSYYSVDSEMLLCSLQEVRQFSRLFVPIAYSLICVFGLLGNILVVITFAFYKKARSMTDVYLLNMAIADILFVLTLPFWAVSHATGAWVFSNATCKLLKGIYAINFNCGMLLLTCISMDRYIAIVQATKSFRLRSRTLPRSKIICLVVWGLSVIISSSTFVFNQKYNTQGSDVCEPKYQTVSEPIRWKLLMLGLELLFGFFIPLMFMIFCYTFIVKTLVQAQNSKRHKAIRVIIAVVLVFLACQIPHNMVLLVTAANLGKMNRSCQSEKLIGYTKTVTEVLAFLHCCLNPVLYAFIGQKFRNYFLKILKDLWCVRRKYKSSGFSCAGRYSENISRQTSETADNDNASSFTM
# Jurkat NFkB inh: lowers PMA/ionomycin-induced NF-kB signal in Jurkat cells; inhibition, % at 4 µM; 330,000 tested, 0.53% active; PMA/ionomycin-induced NF-kB luciferase reporter, luminescence; AID 435003
# 697 NFkB inh: inhibitors of the PMA/ionomycin-induced NF-kB reporter in 697 B cells. inhibition, % at 4 µM. 330,000 tested, 0.33% active. 697 B-cell NF-kB luciferase reporter, 16 h; in the data active = inhibition above about 35%
# UBC13 inh: human UBC13 polyubiquitination inhibition. UBC13 polyubiquitin chain formation, TR-FRET. P61088. inhibition, % at 20 µM. 330,000 tested, 0.47% active. AID 485273; in the data active = inhibition above about 45%, passing the limit was not always enough
# Apaf1 inhib: inhibitors of human Apaf-1 apoptosome; inhibition, % at 20 µM; reconstituted apoptosome caspase-3 activity, DEVD-Rh110 fluorescence; 330,000 tested, 0.71% active; O14727; active = inhibition of at least 40% at 20 µM;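 also: plate controls were DMSO wells for no effect and DEVD-CHO caspase inhibitor wells for full effect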
#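 Material: cell-free apoptosome with Apaf-1, procaspase-3 and caspase-9; Buffer or medium: Hepes pH 7.5 with detergent and BSA; Reagent: cytochrome c trigger plus (Z-DEVD)2-Rh110 caspase-3 substrate; Times: compound with Apaf-1, dATP, procaspase-3 30 min, then 50 min reaction, room temperature; Technique: Rh110 fluorescence intensity.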
# EBI2 antag: blocks human EBI2 receptor beta-arrestin signaling | P32249 | 360,000 tested, 0.81% active | inhibition, % at 5 µM | EBI2 beta-arrestin recruitment, luminescence, 7a,25-OHC stimulated | AID 651636; in the data active = inhibition above about 38%;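 also: enzyme fragment complementation signal reports receptor beta-arrestin coupling in cells; 0% = agonist plus DMSO wells and 100% = wells without agonist; some results beyond the cut were filed as inactive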
# Target sequence (P32249 whole entry, looked up, the tested form may be a part): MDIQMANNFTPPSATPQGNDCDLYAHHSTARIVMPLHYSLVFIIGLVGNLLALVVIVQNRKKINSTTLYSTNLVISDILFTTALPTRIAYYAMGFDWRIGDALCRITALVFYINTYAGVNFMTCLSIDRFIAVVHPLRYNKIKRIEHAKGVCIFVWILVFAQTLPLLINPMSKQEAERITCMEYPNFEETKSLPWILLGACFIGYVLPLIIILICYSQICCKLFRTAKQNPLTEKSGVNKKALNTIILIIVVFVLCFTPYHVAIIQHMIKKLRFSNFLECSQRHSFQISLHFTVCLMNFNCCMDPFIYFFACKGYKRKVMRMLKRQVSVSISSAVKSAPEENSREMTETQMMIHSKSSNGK
# The depositor's hits bear a star; nt = no result given. Rule as the data show it, unless noted: active = inhibition above about 50%; inactive = the rest.
SMILES,Gli-Sufu block,SENP8 inh,CCR6 antag,Jurkat NFkB inh,697 NFkB inh,UBC13 inh,Apaf1 inhib,EBI2 antag
Cc1ccc(C2=[N+]([O-])C3(CCCCC/C3=N\NC(N)=S)N(O)C2(C)C)o1 (stereo not given),nt,-2,nt,-4,-40,-6,16,nt
Cc1cc(C(=O)Nc2c(C)n(C)n(-c3ccccc3)c2=O)cs1,6,0,3,1,4,17,-16,-5
COc1ccc(/C=C/c2ccncc2)c2ccccc12,2,-7,-1,15,1,7,-8,6
O=C(OCC(=O)N1CCCC1)c1cc([N+](=O)[O-])ccc1Cl,5,8,8,17,17,3,-2,-5
CCS(=O)(=O)c1ccc2c(c1)NC(=O)C(CCO)O2 (stereo not given),-5,-4,5,-14,14,-2,-7,-1
CCOC(=O)CSc1n[nH]c(-c2cccnc2)n1,9,-1,3,-5,-5,0,2,-12
COc1cccc(/C=N/NC(=O)CNC(=O)c2cccs2)c1O,3,5,5,11,7,26,-21,-3
Cc1ccc(C)c(N(C)C(=O)c2cc3c(=O)[nH]c4ccc(C)cc4c3s2)c1,4,8,9,-28,-14,9,2,5
CCOC1(OCC)C(c2ccc(Cl)cc2)C(C#N)(C#N)C1(OCC)OCC (stereo not given),8,-6,23,2,-7,-12,6,-1
COc1ccc(Br)cc1CN1CCN(c2ncccn2)CC1,9,-3,7,12,-20,2,-4,11
COc1ccccc1CNC(=O)c1sccc1-c1ccccc1,12,0,11,-3,-8,6,5,6
CCOCCCN1C(=O)C(=O)N(CC(=O)N2c3ccccc3NC(=O)CC2C)C1=O (stereo not given),5,-5,-3,-11,18,2,-3,-2
CNC(=O)c1ccsc1NC(=O)c1coc2ccccc2c1=O,-6,-6,9,1,-1,-14,9,2
COc1ccccc1CNCC(=O)Nc1ccccc1-n1cccc1,12,-4,9,-8,9,3,4,-6
O=C(c1ccc(Cl)c(S(=O)(=O)N2CCCC2)c1)N1CCN(c2ncccn2)CC1,0,-2,-21,1,3,6,3,8
COc1ccc(-c2[nH]ncc2CN2CCCC(C(=O)c3cccc(OC)c3)C2)cc1 (stereo not given),9,-10,3,-13,-8,-9,10,-4
CCc1c(C)nc2ncnn2c1N1CCC(C(=O)Nc2ccccc2)CC1,6,6,0,14,0,-9,-4,1
COC(=O)[C@@]12CCCCN1[C@H](c1ccc(-c3ccc(F)cc3)cc1)[C@H]1C(=O)N(C)C(=O)[C@H]12,-4,5,7,5,19,3,25,17
COc1ccc(C)cc1NC(=O)CSc1ccc(-c2sc(C)nc2C)nn1,23,0,3,51*,-33,0,19,5
COc1ccc(CN(C)C(=O)c2ccc3c(=O)n4c(nc3c2)CCC4)c(OC)c1,0,-8,4,4,14,22,23,2
O=C(N/N=C/c1cccc(OCc2ccccc2)c1)c1ccc(Br)cc1,-23,-7,2,10,-9,-3,6,36*
O=C(Nc1ccc(S(=O)(=O)N2CCCCC2c2cccnc2)cc1)c1c(F)cccc1F (stereo not given),-17,2,6,6,16,0,9,5
Cn1cnnc1SCC(=O)Nc1ncc(C(F)(F)F)cc1Cl,-8,3,-11,1,4,0,4,-9
CCOC(=O)N1CCC(NC(=O)CS(=O)Cc2nc(-c3ccc(OC)c(OC)c3)oc2C)CC1 (stereo not given),5,-7,-1,-9,-2,-16,-2,-3
COCCCNC(=O)Cn1nnc(-c2ccccc2NC(=O)c2ccccc2F)n1,5,-3,0,8,7,-8,5,-8
NC(N)=N/N=C/c1ccccc1Cl,3,-1,2,3,-6,-5,-3,-1
CN(CC(=O)Nc1cccc(F)c1)CC(=O)Nc1cc(S(=O)(=O)N2CCOCC2)ccc1Cl,-1,-17,9,-11,-10,3,6,-6
O=C(NNC(=S)Nc1ccc(Cl)cc1Cl)C1CC1,-2,-3,23,-9,-3,5,6,-7
Cc1ccc2c(c1)N(Cc1ccncc1)C(=O)C(C)O2 (stereo not given),-16,0,-10,3,11,14,-20,0
Nc1nc(-c2ccc3c(c2)OCCO3)cs1,6,-9,-10,-73,-50,14,2,-5
COc1ccc(CCNC(=O)C2CC(O)CN2S(=O)(=O)c2ccc(Cl)cc2)cc1OC (stereo not given),28,4,3,3,3,7,-8,-6
Cn1c(N2CCCC2)nc2c1c(=O)n(Cc1ccc(F)cc1)c(=O)n2C,53,1,8,4,0,-1,-1,2
Cn1c(SCC(=O)NCc2ccccc2)nc2c([nH]c3ccccc32)c1=O,nt,6,nt,-12,6,-5,4,nt
Cc1nc2c(C(=O)NCc3ccccc3)c[nH]n2c(=O)c1Cl,6,-8,-7,1,21,1,4,3
Cc1ccc(S(=O)(=O)NCC(=O)OCC(=O)N(CCC#N)c2ccccc2)cc1,-3,-2,5,-2,6,1,-3,-6
Cc1sc2nc(SCc3nc4ccccc4[nH]3)n(Cc3ccco3)c(=O)c2c1C,4,-18,10,-3,-28,-19,16,2
CCOc1ccccc1C(=O)OCC(=O)NCC1CCCO1 (stereo not given),7,-4,6,19,20,4,-2,2
N#Cc1c(N)n(CCOC(=O)c2cccc([N+](=O)[O-])c2)c2nc3ccccc3nc12,0,2,12,-12,-2,-29,17,2
CC(=O)Nc1ccc(NC(=O)CSCCc2ccccn2)cc1,-6,-1,-14,-5,6,3,-6,5
CC1CCCCC1NC(=O)NC(=O)CCl (stereo not given),14,-12,8,15,3,-18,-1,5

# An excerpt from above in order of number of heavy atoms, smallest number first.
SMILES,Gli-Sufu block,SENP8 inh,CCR6 antag,Jurkat NFkB inh,697 NFkB inh,UBC13 inh,Apaf1 inhib,EBI2 antag
NC(N)=N/N=C/c1ccccc1Cl,3,-1,2,3,-6,-5,-3,-1
CC1CCCCC1NC(=O)NC(=O)CCl (stereo not given),14,-12,8,15,3,-18,-1,5
Nc1nc(-c2ccc3c(c2)OCCO3)cs1,6,-9,-10,-73,-50,14,2,-5
O=C(NNC(=S)Nc1ccc(Cl)cc1Cl)C1CC1,-2,-3,23,-9,-3,5,6,-7
Cc1ccc2c(c1)N(Cc1ccncc1)C(=O)C(C)O2 (stereo not given),-16,0,-10,3,11,14,-20,0
Cc1nc2c(C(=O)NCc3ccccc3)c[nH]n2c(=O)c1Cl,6,-8,-7,1,21,1,4,3
CC(=O)Nc1ccc(NC(=O)CSCCc2ccccn2)cc1,-6,-1,-14,-5,6,3,-6,5
O=C(N/N=C/c1cccc(OCc2ccccc2)c1)c1ccc(Br)cc1,-23,-7,2,10,-9,-3,6,36*
Cn1c(SCC(=O)NCc2ccccc2)nc2c([nH]c3ccccc32)c1=O,nt,6,nt,-12,6,-5,4,nt
COc1ccc(CN(C)C(=O)c2ccc3c(=O)n4c(nc3c2)CCC4)c(OC)c1,0,-8,4,4,14,22,23,2
N#Cc1c(N)n(CCOC(=O)c2cccc([N+](=O)[O-])c2)c2nc3ccccc3nc12,0,2,12,-12,-2,-29,17,2
COc1ccc(CCNC(=O)C2CC(O)CN2S(=O)(=O)c2ccc(Cl)cc2)cc1OC (stereo not given),28,4,3,3,3,7,-8,-6
O=C(Nc1ccc(S(=O)(=O)N2CCCCC2c2cccnc2)cc1)c1c(F)cccc1F (stereo not given),-17,2,6,6,16,0,9,5
CN(CC(=O)Nc1cccc(F)c1)CC(=O)Nc1cc(S(=O)(=O)N2CCOCC2)ccc1Cl,-1,-17,9,-11,-10,3,6,-6
CCOC(=O)N1CCC(NC(=O)CS(=O)Cc2nc(-c3ccc(OC)c(OC)c3)oc2C)CC1 (stereo not given),5,-7,-1,-9,-2,-16,-2,-3

# Other entries.
SMILES,Gli-Sufu block,SENP8 inh,CCR6 antag,Jurkat NFkB inh,697 NFkB inh,UBC13 inh,Apaf1 inhib,EBI2 antag
COc1cccc(OC)c1C(=O)Nc1sc2c(c1C(N)=O)CCN(Cc1ccccc1)C2,10,-4,15,4,-6,2,8,16
COc1cc2c(cc1OC)-c1nnc(-c3cccs3)n1C(C)(C)C2,0,3,14,10,14,5,-3,2
Cc1c(Cl)cccc1NC(=O)CC1Sc2ccccc2NC1=O (stereo not given),6,-12,1,5,-4,-6,9,-6
Cc1ccc(C)c(NC(=O)CN(C)C(=O)c2ccncc2)c1,5,0,3,16,24,3,-1,0
CC(C)(C)NCc1cc2ccccc2[nH]c1=O,-6,2,4,-9,11,2,7,-7
Cc1cc(NC(=O)CSCC(=O)NCc2cccc(C(F)(F)F)c2)no1,2,2,11,-8,7,1,4,-2
COc1ccc(N2C(=O)c3ccccc3NC23CCCCC3)cc1,-66,-3,16,-58,-92,16,-12,-3
COc1ccc(NS(=O)(=O)c2ccc(Cl)c(NC(=O)c3cccnc3Cl)c2)cc1,9,-2,1,-6,-45,1,-4,2
CC(=O)Nc1ccc(S(=O)(=O)N2CCN(C(=O)c3ncoc3-c3cccc(C)c3)CC2)cc1,-13,-1,-2,10,7,3,-15,11
O=C(Nc1cccnc1)c1ccc2ccccc2c1O,-25,85*,-7,-31,-116,-8,10,-1
O=C(CCn1c(=O)c2ccccc2n(CC(=O)N2CCN(c3ccccc3)CC2)c1=O)NCc1ccco1,2,-8,11,-13,-7,-1,-4,1
N/C(=N\OS(=O)(=O)c1cccc([N+](=O)[O-])c1)c1ccncc1,-1,2,-17,5,4,1,2,5
CC(C)CC(=O)CN1C(=O)C2(OCCO2)c2ccccc21,-28,-10,1,-15,6,-4,-7,-10
Cn1c(-c2ccc(C=O)s2)nc2ccccc21,8,16,3,-59,-31,17,1,-3
CC(=O)c1ccc(NS(=O)(=O)Cc2ccccc2)cc1,-20,-9,-4,-13,-22,-2,3,-1
O=C(N/N=C/c1sc(N2CCOCC2)nc1-c1ccccc1)c1ccccc1Cl,0,4,16,35,27,5,17,-2
COc1ccc(CCNC(=O)Cn2cnc3c(nnn3Cc3ccccc3F)c2=O)cc1OC,-3,-9,5,7,8,-5,-14,4
CCc1ccc(-c2nc(SCC(=O)NC3CC3)n[nH]2)cc1,-9,-6,-4,-3,4,3,4,7
CN1CCN(C(c2cccc(C(F)(F)F)c2)c2nnnn2Cc2ccccc2)CC1 (stereo not given),5,-13,-1,-10,-3,7,5,-1
COc1ccc(OC)c(/C=C/C(=O)N2CCCc3ccccc32)c1,23,-10,24,4,3,2,6,12
CCN(CC)C(=O)Oc1ccc(Br)c2ccccc12,1,1,8,2,1,3,10,5
COc1cc(CCC(=O)OCC(=O)Nc2ccc(Br)cc2F)cc(OC)c1OC,-7,-5,10,7,0,2,6,2
CCOc1ccccc1NC(=O)COC(=O)c1cc[n+]([O-])cc1,29,-5,-1,-7,19,-7,-1,-5
O=C(NCc1ccc(Cl)s1)C1CCC(=O)N(CCc2cccc(F)c2)C1 (stereo not given),-3,2,25,2,11,8,1,16
Cc1cc(NC(=S)Nc2cccc3ccccc23)n[nH]1,-2,-11,2,-89,-122,10,-3,-1
Cc1cc(OCC(=O)NC2CC2)c2c(C)c(C)c(=O)oc2c1,-1,-5,12,7,36*,19,-11,8
Cc1occc1C(=O)N/N=C/c1ccccn1,11,6,-2,-18,-7,-6,-7,1
CN1Cc2cccc3c2C(Cc2ccccc2S3)C1 (stereo not given),3,-12,5,-4,-2,0,2,4
CCc1nc(OCc2ccco2)c2sc3nc4c(cc3c2n1)COC(C)(C)C4,10,9,2,2,9,1,4,4
CCOC(=O)c1oc2ccccc2c1NC(=O)C1CCCCC1,97*,-16,-8,-4,0,6,2,-2

# Ordered by value in UBC13 inh (lowest first): three of the compounds above.
molecule	SENP8 inh	CCR6 antag	Jurkat NFkB inh	697 NFkB inh	UBC13 inh	EBI2 antag
Cc1occc1C(=O)N/N=C/c1ccccn1	6	-2	-18	-7	-6	1
CCN(CC)C(=O)Oc1ccc(Br)c2ccccc12	1	8	2	1	3	5
Cc1cc(OCC(=O)NC2CC2)c2c(C)c(C)c(=O)oc2c1	-5	12	7	36*	19	8

# A portion of the library (hit frequency here may not be typical).
